# Compound activity from PubChem.
# AmpC inh no detg: blocks E. coli AmpC beta-lactamase in detergent-free assay | Potency, µM (doses to about 57.1 µM), for the others: top-dose activity change, negative = inhibition, most hits filed as inhibitors | 0.52% of 330,000 active | P00811 | AID 485341 | AmpC nitrocefin hydrolysis, absorbance 480 nm, 0.0001% Triton;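 further: potency means the concentration at half of the fitted maximal effect; plate controls were no compound for no effect and no enzyme for full effect; nearly all actives have a fitted effect of over 20% in size; some results filed as inactive show a strong effect at the top dose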
# Target sequence (P00811 whole entry, looked up): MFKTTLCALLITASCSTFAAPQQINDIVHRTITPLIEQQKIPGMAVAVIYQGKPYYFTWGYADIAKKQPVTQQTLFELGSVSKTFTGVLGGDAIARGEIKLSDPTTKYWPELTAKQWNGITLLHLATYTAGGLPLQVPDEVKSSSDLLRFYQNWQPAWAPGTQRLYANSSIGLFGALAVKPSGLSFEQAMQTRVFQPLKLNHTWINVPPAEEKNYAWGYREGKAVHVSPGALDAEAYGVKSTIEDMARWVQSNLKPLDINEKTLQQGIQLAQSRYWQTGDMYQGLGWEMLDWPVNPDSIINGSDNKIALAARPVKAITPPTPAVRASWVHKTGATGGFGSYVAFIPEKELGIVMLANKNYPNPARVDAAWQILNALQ
#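 AmpC (5.3 nM in the dispensed reagent) in 20 mM phosphate pH 7.0 with 0.01% (detergent screen) or 0.0001% Triton X-100 was preincubated with compounds for 15 min at room temperature. Nitrocefin was then added from an 800 uM solution, and hydrolysis was followed at 480 nm.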
# Sm TGR block: blocks Schistosoma mansoni thioredoxin glutathione reductase | Q962Y6 | purified TGR, DTNB reduction, TNB absorbance 405 nm | Potency, µM (titrated, usually from 114 µM), for the others: at the highest dose activity change, negative = inhibition, most hits filed as inhibitors | 3% of 360,000 active | AID 485364; further: potency means the concentration at half of the fitted maximal effect; nearly all actives have a fitted effect of over 60% in size
#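 TGR 20 nM + NADPH 100 uM (dispensed conc.), cpd preinc 15 min RT; start with NADPH (500 uM addition) then DTNB (15 mM addition). Kinetic TNB absorbance, 405 nm filter. Four-parameter Hill fit across titration.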
# LmPK inhibitor: LmPK (Leishmania mexicana) enzyme inhibition. Q27686. purified LmPK, Kinase-Glo ATP luminescence, 1 h. Potency, µM (top dose mostly 57.5 µM), inactives show at the top dose activity change, negative = inhibition, hits mostly inhibitors. 0.37% of 290,000 active. AID 1721; further: potency means the concentration at half of the fitted maximal effect
# Target sequence (Q27686 whole entry, looked up): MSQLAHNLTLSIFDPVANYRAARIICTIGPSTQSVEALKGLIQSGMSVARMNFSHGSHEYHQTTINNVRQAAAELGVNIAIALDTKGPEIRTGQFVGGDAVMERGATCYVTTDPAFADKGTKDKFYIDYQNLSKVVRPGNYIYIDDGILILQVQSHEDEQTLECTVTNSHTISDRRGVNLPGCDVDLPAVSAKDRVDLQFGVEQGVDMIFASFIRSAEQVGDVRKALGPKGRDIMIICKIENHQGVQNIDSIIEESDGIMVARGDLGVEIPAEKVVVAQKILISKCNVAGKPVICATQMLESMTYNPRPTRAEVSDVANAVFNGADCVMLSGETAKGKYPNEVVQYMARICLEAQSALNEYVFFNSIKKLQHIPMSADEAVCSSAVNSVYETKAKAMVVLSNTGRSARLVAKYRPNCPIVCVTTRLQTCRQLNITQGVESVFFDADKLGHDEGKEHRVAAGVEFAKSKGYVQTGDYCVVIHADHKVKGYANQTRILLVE
#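 In 50 mM imidazole pH 7.2 with 7 mM MgCl2, LmPK (0.1 nM) turned over PEP (0.5 mM) and ADP (0.1 mM) for 1 h at room temperature. Luciferase read-out of ATP.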
# HCMV inh: inhibitors of human cytomegalovirus; HFF cells, HCMV-luciferase reporter, 72 h; hits give low values; activity change, negative = inhibition, % at 57.5 µM; 4.5% of 410,000 active; AID 1259415; in the data active means activity change below about -60%; inconclusive means no clear call, values can overlap the other calls; inactive means above about -39%
#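 HFF cells seeded 16 h at 37C, treated with compounds, infected with luciferase-reporter HCMV at MOI 1 PFU/cell; luciferase read at 72 h post infection, normalized to buffer-only and Salinomycin controls.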
# Tb PYK inh: blocks Trypanosoma brucei pyruvate kinase. Q57TT1. TbPYK enzyme, Kinase-Glo Plus ATP luminescence, 45 min. Potency, µM (highest dose often 76.8 µM), without a hit: top-dose activity, negative = inhibition, most hits filed as inhibitors. 0.12% of 410,000 active. AID 624173; further: potency means the concentration at half of the fitted maximal effect; nearly all actives have a fitted effect of over 50% in size
#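 TbPYK + substrate in 50 mM TEA pH 7.2, 100 mM KCl, 10 mM MgCl2, 0.05% BSA, 0.01% Tween-20; cpd pinned; ADP 130 uM final; 45 min RT; Kinase-Glo Plus 10 min; luminescence endpoint.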
# AMA1-RON2 inh: AMA1-RON2 (P. falciparum) interaction inhibition; Potency, µM (highest dose often 58.2 µM), inactives show at the highest dose activity change, negative = inhibition, hits mostly inhibitors; AlphaScreen AMA1-biotinylated RON2 peptide binding; 0.2% of 360,000 active;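 further: potency means the concentration at half of the fitted maximal effect; 0% = vehicle wells and -100% = peptide control; nearly all actives have a fitted effect of over 45% in size; some results filed as inactive show a strong effect at the top dose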
#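 AMA1 (3D7) with his tag at 25 nM final met compounds first, then biotinylated RON2 peptide at 25 nM; detection used donor plus acceptor beads, 10 µg/mL apiece, read by AlphaScreen after 30 min at room temperature.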
# AmpC inh detg: blocks E. coli AmpC beta-lactamase in detergent assay. P00811. AmpC hydrolysis of nitrocefin, absorbance 480 nm, 0.01% Triton. Potency, µM (series often up to 114 µM), for the others: top-dose activity change, negative = inhibition, actives largely listed as inhibitors. 0.041% of 370,000 active. AID 485294;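 further: potency means the concentration at half of the fitted maximal effect; 0% = no-compound wells and -100% = no-enzyme wells; nearly all actives have a fitted effect of over 25% in size; some results filed as inactive show a strong effect at the top dose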
#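 20 mM phosphate pH 7.0 + 0.01% (detergent screen) or 0.0001% Triton X-100; 5.3 nM AmpC reagent; cpd preinc 15 min RT; nitrocefin (800 uM stock) to start; A480 q20 s × 4 min; Activity was normalised to no-enzyme and no-compound control wells.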
# Active calls of the source: *; ? = inconclusive; . = not tested or not shown; & = joins results of further samples; [ ] = remark or other dose. Unless noted, the call rests on the fitted dose curve; in most records, active means well fitted curve in the direction sought with a large enough effect; inconclusive means small, poorly fitted or top-dose-only effect, or another doubt; inactive means no such curve, though single readings can be large; an effect the other way counts as inactive or inconclusive. Unless noted, on the % scale 0 is the no-effect control and ±100 the full control effect. Rows are unselected; 7.4% or so of the library scored in one or more.
SMILES,AmpC inh no detg,Sm TGR block,LmPK inhibitor,HCMV inh,Tb PYK inh,AMA1-RON2 inh,AmpC inh detg
O=C(CN1C(=O)/C(=C/c2ccc(F)cc2)SC1=S)N1CCN(CCc2ccccn2)CC1,117%[activator],4%,-12%,?,1%,29%,-10%
COc1ccc(C(C(=O)NC(C)(C)C)N(C(=O)CCC(=O)Nc2ccccn2)C2CCCCC2)cc1 (stereo not given),126%[activator],-4%,1%,5,0%,-3%,-2%
CCC(=NCc1ccc2c(c1)OCO2)c1c(O)n(C2CCCCC2)c(=O)[nH]c1=O,-4%,-26%,0%,?,8%,-23%,2%
O=C(Nc1ccc2c(c1)OCO2)OCc1ccccc1,-32%,-2%,-9%,129,-7%,-7%,-3%
Nc1ccc(-c2nc3cc(N)ccc3n2CCO)cc1,-13%,2%,-7%,-10,-7%,7%,-4%
CCC/C=C/c1ccc(CN2C(C)C(=O)N(Cc3cn(CCC4OCCO4)nn3)CCS2(=O)=O)cc1 (stereo not given),.,.,.,10,3%,-3%,.
O=C(Nc1ccc(Br)cc1F)c1cc(S(=O)(=O)NCc2ccc(F)cc2)ccc1F,.,0%,.,36,-3%,.,-5%
COc1ccccc1CNc1ccc2c(c1)CCC2,-31%,?,9%,69,-5%,-9%,-15%
Cc1ccc(Nc2ccc(N3CCN(C(=O)c4ccc([N+](=O)[O-])cc4)CC3)nn2)cc1,.,4%,.,31,3%,.,4%
CN1CCCC1CCNc1ccc2sc3ccccc3c(=O)c2c1 (stereo not given),.,.,.,30,0%,-10%,.
CCOC(=O)c1c(C)[nH]c(C(=O)COc2ccc3ccc(=O)oc3c2)c1C,-35%,.,.,0,1%,-7%,.
O=C(CNC(=O)c1ccc2c(c1)OCCO2)N/N=C/c1ccc(O)cc1O,-30%,-4%,-5%,29,-11%,23%,-8%
Cc1cc2ncn(S(=O)(=O)c3ccc(S(=O)(=O)N4CCOCC4)cc3)c2cc1C,-10%,-1%,-1%,-5,0%,5%,3%
O=[N+]([O-])c1cccc2nc(-c3ccccc3)c(-c3ccccc3)nc12,-21%,14%,2%,-101*,6%,-19%,-2%
Cc1ccc(S(=O)(=O)c2cn(Cc3ccc(F)cc3)c3cc(N4CCCC4)c(F)cc3c2=O)cc1,.,1%,.,2,-3%,.,14%
CC1CCCC(NC(=O)CCCn2c(=O)[nH]c3cc(Cl)ccc3c2=O)C1C (stereo not given),-15%,-3%,3%,3,2%,-8%,?
O=C(NC(=S)Nc1cc([N+](=O)[O-])ccc1O)c1ccc2c(c1)OCO2,-52%,-8%,3%,168,-3%,93%[activator],-11%
Cc1ccc(N(CN2CCCC2=O)C(=O)c2ccccc2)cc1,-14%,15%,0%,-28,2%,-5%,-2%
COc1ccc(C2=CSC3=NCCN23)cc1OC,-20%,-36%,9%,18,1%,1%,?
Cc1ccccc1OCC(=O)OCC(=O)NC1CC1,3%,-1%,.,65,6%,2%,0%
CCCCCCNC(=O)CC(c1ccccc1)c1cc(Br)ccc1O (stereo not given),-16%,-12%,0%,-4,0%,2%,-2%
COc1ccc(C(=O)/C=C/Nc2ccc(C)cn2)cc1OC,36%,-5%,-8%,53,0%,2%,4%
O=C(NC(c1ccc(Cl)cc1)P(=O)(Oc1ccccc1)Oc1ccccc1)OCc1ccccc1 (stereo not given),-6%,-8%,3%,-3,2%,-13%,?
Nc1cccc(C(=O)OCC(=O)NC2CCCc3ccccc32)c1 (stereo not given),-24%,-2%,8%,-32,1%,-2%,?
O=C(Oc1ccc(Br)cc1C(=S)N1CCOCC1)c1ccc(F)cc1,-20%,-23%,-12%,.,-25%,-12%,4%
N#Cc1ccc(CC(=O)c2ccccc2)[nH]c1=O,.,.,.,51,-20%,80%[activator],.
COCCn1c(=O)[nH]c2cc(C(=O)Nc3ccc(OC)c(Cl)c3)ccc2c1=O,-11%,-5%,-6%,.,0%,12%,2%
CCOC(=O)c1oc2c(c1C)C(=O)CCC2,-14%,-8%,-3%,-5,2%,-3%,-10%
CCCNC(=O)c1ccc2c(c1)nc(C)n2-c1cccc(Cl)c1,-1%,7%,9%,1,1%,5%,-8%
COc1ccccc1OCC#CCN1CCCC(C)C1 (stereo not given),8%,.,-1%,-1,-9%,-8%,-8%
NS(=O)(=O)c1ccc(CNC(=O)c2ccc(C(=O)c3ccccc3)cc2)cc1,-33%,.,.,16,-6%,-9%,.
O=C(Nc1cccc(-c2cnc3ccccc3n2)c1)c1ccco1,5%,0%,1%,-19,1%,-7%,-12%
CNC(=O)CSc1nc2c([nH]c3ccccc32)c(=O)n1CCOC,-11%,1%,-4%,0,-2%,7%,-2%
COc1ccccc1C(=O)Nn1c(C2CCC2)nc2ccccc2c1=O,-22%,6%,0%,41,-5%,0%,?
COCc1nnc(NS(=O)(=O)c2ccccc2)s1,?,-14%,8%,10,-2%,4%,0%
CC(C[N+](C)(C)C)OC(N)=O (stereo not given),-14%,1%,-1%,-33,-15%&4%,6%,-14%
CN(C)CCCN1c2ccccc2Sc2ccc3ccccc3c21,.,.,.,17,-5%,-22%,.
CC(C)CNC(=O)COC(=O)c1cccc(S(=O)(=O)NCC(F)(F)F)c1,-18%,8%,1%,-4,0%,1%,0%
O=C(CCCCCn1c(=O)[nH]c2ccccc2c1=O)N1CCN(Cc2ccc3c(c2)OCO3)CC1,96%[activator],0%,7%,-19,-2%,-3%,-3%
CC1CCCN(C(=O)C(=O)c2cn(CC(=O)N3CCCCCC3)c3ccccc23)C1 (stereo not given),87%[activator],-11%,-3%,-22,-3%,0%,-1%
Cc1ccc(-n2c(SCC(=O)NC3CCS(=O)(=O)C3)nc3ccccc3c2=O)cc1C (stereo not given),-2%,-2%,.,-15,6%,10%,-16%
CCOC(=O)N1CCC(NC(=O)CCC(=O)N2CC(C)Oc3ccccc32)CC1 (stereo not given),45%,12%,2%,0,4%,-8%,?
O=C(O)c1ccccc1S,-30%,-8%,8%,.,-9%,.,-8%
CCc1ccc(OCC(=O)Nc2ccc(Cl)c(-c3nc4cc(C)cc(C)c4o3)c2)cc1,.,0%,.,5,-8%,.,0%
O=C(O)CCn1cc(/C=C/C(=O)c2ccc(Cl)cc2)c(-c2ccc(Br)cc2)n1,71%[activator],?,5%,-25,3%,-2%,-16%
COc1ccc(C(C)(C)C)cc1NC(=O)CCn1[nH]c(=O)ccc1=O,-13%,.,.,-8,2%,-4%,.
O=C(O)/C=C/c1ccc(S(=O)(=O)Nc2ccc(OCc3ccccc3)cc2)cc1,-38%,2%,0%,-27,3%,-4%,-6%
COc1ccccc1C1CC2CCC(C1OC(C)=O)N2Cc1ccccc1 (stereo not given),15%,-1%,-2%,-16,6%,0%,-8%
O=C(NC1(C(F)(F)F)NC(=O)N(c2ccc(F)cc2)C1=O)c1ccncc1 (stereo not given),-14%,-7%,3%,2,4%,14%,3%
CCc1ccc(OCc2nnc(SCC(=O)N3CCN(c4ccccc4)CC3)o2)cc1,-32%,3%,7%,15,2%,13%,?
COc1ccc(NC(=O)c2ccc3oc(=O)c(S(=O)(=O)c4ccc(F)cc4)cc3c2)c(OC)c1,.,10%,.,10,1%,.,16%
CCN(c1ccccc1)S(=O)(=O)c1ccc(C(=O)Nc2ccc(C)cn2)cc1,-19%,10%,.,-36,-4%,1%,?
Cc1oc2c(cc(NS(=O)(=O)c3ccc(C(C)C)cc3)c3ccccc32)c1C(=O)OCc1ccccc1,.,-18%,.,62,3%,.,14%
O=C(CN(Cc1ccccc1)C(=O)c1ccc2c(c1)OCCO2)NCc1ccc2c(c1)OCO2,-28%,-26%,0%,15,3%,-8%,-11%
COC(=O)c1sccc1NC(=O)c1ccc(OC)c(OC)c1,-7%,6%,4%,-17,2%,-6%,5%
CCC1Oc2ccccc2N(CC(=O)NCCCN2CCC(C)CC2)C1=O (stereo not given),-2%,7%,-3%,-21,-2%,3%,?
CCOC(=O)N1CCN(CCC(=O)Nc2ccc(C)cc2)CC1,-2%,-4%,2%,28,2%,-3%,?
Cc1ccc(-n2ncc3c(NCCc4ccccc4)ncnc32)cc1,.,2%,.,70,-3%,.,-2%
COc1ccc(NC(=O)C(NCC(C)C)c2ccccc2)cc1Cl (stereo not given),-23%,0%,-1%,?,-3%,-17%,2%
N#Cc1cccc(NC(=O)c2cc(C3CCCCN3C(=O)c3ccccc3)on2)c1 (stereo not given),.,.,.,?,3%,11%,.

# Later entries:
SMILES,AmpC inh no detg,Sm TGR block,LmPK inhibitor,HCMV inh,Tb PYK inh,AMA1-RON2 inh,AmpC inh detg
Cc1cc(C)c(S(=O)(=O)Nc2cnc3ccccc3c2)c(C)c1,-18%,-1%,0%,-2,9%,8%,-14%
C/C(=N\N1C(=O)CSC1=S)c1ccc(Br)cc1,-16%[11.4 µM],?,4%,57,-10%,51%[activator],?
CCOC(=O)C1=CCN(S(=O)(=O)c2ccccc2Cl)C1c1ccccc1 (stereo not given),.,.,.,-27,-9%,11%,.
O=C(CNC(=O)c1ccccc1F)NCCc1ccccc1F,-8%,-6%,.,0,1%,-4%,-1%
CCOC(=O)c1c(S(=O)(=O)NCC2CCN(Cc3cccc(F)c3)CC2)c(C)n(C)c1C,29%,-12%,1%,18,0%,-6%,?

# Profiles, looked up by structure.
# C/C(=N\N1C(=O)CSC1=S)c1ccc(Br)cc1 across the screens: AmpC inh no detg: -16%[11.4 µM]; Sm TGR block: ?; LmPK inhibitor: 4%; HCMV inh: 57; Tb PYK inh: -10%; AMA1-RON2 inh: 51%[activator]; AmpC inh detg: ?
# CCOC(=O)C1=CCN(S(=O)(=O)c2ccccc2Cl)C1c1ccccc1 (stereo not given) across the screens: AmpC inh no detg: .; Sm TGR block: .; LmPK inhibitor: .; HCMV inh: -27; Tb PYK inh: -9%; AMA1-RON2 inh: 11%; AmpC inh detg: .

# Quoted from the listing.
# HCMV inh, O=C(CNC(=O)c1ccccc1F)NCCc1ccccc1F reads 0
# AMA1-RON2 inh, COc1ccc(C(=O)/C=C/Nc2ccc(C)cn2)cc1OC reads 2%
# Tb PYK inh, Cc1ccccc1OCC(=O)OCC(=O)NC1CC1 reads 6%
# HCMV inh, O=C(NC1(C(F)(F)F)NC(=O)N(c2ccc(F)cc2)C1=O)c1ccncc1 (stereo not given) reads 2
